FUS yeast rescue: suppressors of FUS proteinopathy in yeast; S. cerevisiae FUS-expressing, growth rescue, OD600, 24 h; Potency, µM (highest dose often 76.6 µM), without a hit: at the top dose growth rescue (activation), actives largely listed as activators; 390,000 compounds, 0.24% hits; AID 1347120;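 also: potency is read from the fitted curve at half-maximal effect; plate controls were DMSO vehicle for no effect and reference control for full effect; nearly all actives have a fitted effect of over 55% in size; some results filed as inactive show a strong effect at the top dose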
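Toxicity suppression screen in FUS-yeast. Cells induced with 2% galactose, starting OD 0.005, treated 24hr at 30C with compounds at multiple final concentrations; growth by OD600.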
Akt phos inh: blocks phosphorylation of Akt; Neuro2A IGF-stimulated pAkt S473 HTRF, 20 min; stronger effect = lower value; activity change, % for hits at 50 µM; 360,000 compounds, 0.32% hits; AID 651550; in the data active = activity change below about -80%; inconclusive = mostly about -51% to -80%; also: % is scaled to controls: 0 for no effect and ±100 for the full control effect
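Single-point screen (50 µM final compound) in Neuro2A cells stimulated 20 min with 6 nM IGF at 37 deg C. After lysis, Ser473-phosphorylated Akt read by HTRF (ex 330 nm, em 615/665 nm) as the 665/615 ratio.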
PTHR1 agonist: agonists of human PTHR1 parathyroid hormone receptor; Q03431; HEK293 GP2 PTHR1 cells, GloSensor cAMP luminescence, 1 h; Potency, µM (doses to about 115 µM), for the others: top-dose activation, hits mostly activators; 410,000 compounds, 0.075% hits; AID 743266; also: potency is read from the fitted curve at half-maximal effect; nearly all actives have a fitted effect of over 55% in size; some results filed as inactive show a strong effect at the top dose; inactives centre near -15; many of its hits are not listed in these tables
Target sequence (Q03431 whole entry, looked up): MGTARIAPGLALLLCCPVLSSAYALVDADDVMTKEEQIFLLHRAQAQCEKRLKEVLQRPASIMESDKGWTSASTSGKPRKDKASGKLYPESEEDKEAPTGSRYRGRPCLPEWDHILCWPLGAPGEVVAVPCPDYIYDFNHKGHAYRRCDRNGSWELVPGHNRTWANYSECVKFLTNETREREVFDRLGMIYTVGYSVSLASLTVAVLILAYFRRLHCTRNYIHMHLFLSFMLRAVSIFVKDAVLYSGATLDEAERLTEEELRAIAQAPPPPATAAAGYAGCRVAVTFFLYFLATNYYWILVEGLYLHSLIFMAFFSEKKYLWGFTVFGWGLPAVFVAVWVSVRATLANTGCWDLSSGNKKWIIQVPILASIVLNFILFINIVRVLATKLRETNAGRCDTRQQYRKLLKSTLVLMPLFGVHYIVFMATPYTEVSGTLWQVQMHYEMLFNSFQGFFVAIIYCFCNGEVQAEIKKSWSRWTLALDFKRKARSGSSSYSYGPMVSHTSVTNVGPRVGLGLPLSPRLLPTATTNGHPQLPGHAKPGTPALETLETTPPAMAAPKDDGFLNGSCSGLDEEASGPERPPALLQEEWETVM
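HEK-293-derived GP2 cells expressing PTHR1 and a GloSensor cAMP reporter, 3,000/well, plated overnight, given luciferin plus IBMX (each 0.5 mM as added) for 1 h at 37 °C, then compound for 1 h at 37 °C. Luminescence was read after 15 min at room temperature.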
aSyn yeast inh: alpha-synuclein toxicity inhibition in yeast. Yeast expressing alpha-synuclein, growth rescue, BacTiter-Glo, 24 h. Potency, µM (series often up to 46.1 µM), without a hit: top-dose growth rescue (activation), hits mostly activators. AID 652106. 370,000 compounds, 0.14% hits; also: potency is read from the fitted curve at half-maximal effect; % of control where 0% means no effect; nearly all actives have a fitted effect of over 65% in size
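Rescue of yeast growth: cells expressing toxic alpha-synuclein, induced in galactose at OD600 0.02, incubated with compound 24 h at 30 C. ATP luminescence quantified growth; inhibitors of toxicity appear as activators.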
MmCpn inh: inhibitors of Methanococcus maripaludis chaperonin (MmCpn); 330,000 compounds, 0.031% hits; purified Mm-Cpn ATPase, ADP Transcreener TR-FRET; Potency, µM (doses to about 76.9 µM), without a hit: top-dose activity, negative = inhibition, hits mostly inhibitors; also: potency is read from the fitted curve at half-maximal effect; % is scaled to controls: 0 for no effect and ±100 for the full control effect; nearly all actives have a fitted effect of over 80% in size
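Compound-treated chaperonin, 25 nM final, turns over 10 uM ATP at 37°C for 30 min following a 10 min preincubation; ADP generated competes with ADP-d2 for Eu-cryptate antibody, lowering FRET.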
TDP-43 yeast inh: inhibitors of TDP-43 toxicity in yeast. Potency, µM (doses to about 46.1 µM), for the others: top-dose growth rescue (activation), usual class: activators. TDP-43 expressing yeast growth rescue, BacTiter-Glo, 24 h. AID 652104. 410,000 compounds, 1.8% hits; also: potency is read from the fitted curve at half-maximal effect; % of control where 0% means no effect; nearly all actives have a fitted effect of over 50% in size
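Readout is BacTiter-Glo luminescence of cell growth, so inhibitors register as activators. TDP-43-expressing yeast at OD600=0.02 in galactose medium, after raffinose pregrowth to mid-log, were incubated with compound for 24 hr at 30 deg C.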
Abeta rescue: restores growth of yeast expressing A-beta42 peptide; yeast expressing A-beta42, growth rescue, OD600, 48 h; response scale: 0% DMSO, 100% iron-clioquinol control; Potency, µM (highest dose often 46.1 µM), for the others: at the highest dose growth rescue, most hits filed as activators; 410,000 compounds, 0.063% hits; AID 1347071; also: potency is read from the fitted curve at half-maximal effect; nearly all actives have a fitted effect of over 55% in size
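Yeast growth medium received pinned compounds, then yeast cells expressing toxic A-beta were added; plates incubated at 30 C for 48 hr. Growth read as absorbance at 600 nm, normalized to DMSO and equimolar FeCl3 plus clioquinol controls.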
HEK293 tox: cytotoxicity counter-screen for GLP-1 receptor inverse agonists | Potency, µM (doses to about 38.3 µM), for the others: at the highest dose activity change, negative = inhibition, usual class: inhibitors | 410,000 compounds, 0.13% hits | HEK293 cAMP-luciferase reporter cells, luminescence, 24 h;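 also: loss of luciferase light is scored as toxicity; potency is read from the fitted curve at half-maximal effect; % is scaled to controls: 0 for no effect and ±100 for the full control effect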
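Quantitative HTS format, 1536 wells, 200 cells/uL seeded. Compounds: 23 nL, 24 h, 37 °C. Detection: luciferase reagent, luminescence at 12 min RT; decreased signal taken as cytotoxic.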
GLP-1R inv ag: inverse agonists of human GLP-1 receptor | P43220 | HEK293 GLP-1R CRE-luciferase, luminescence, 24 h; GLP-1R form is constitutively active | Potency, µM (doses to about 38.3 µM), without a hit: at the highest dose activity change, negative = inhibition, hits mostly inhibitors | 410,000 compounds, 1.6% hits; also: potency is read from the fitted curve at half-maximal effect; % is scaled to controls: 0 for no effect and ±100 for the full control effect; nearly all actives have a fitted effect of over 55% in size
Target sequence (P43220 whole entry, looked up): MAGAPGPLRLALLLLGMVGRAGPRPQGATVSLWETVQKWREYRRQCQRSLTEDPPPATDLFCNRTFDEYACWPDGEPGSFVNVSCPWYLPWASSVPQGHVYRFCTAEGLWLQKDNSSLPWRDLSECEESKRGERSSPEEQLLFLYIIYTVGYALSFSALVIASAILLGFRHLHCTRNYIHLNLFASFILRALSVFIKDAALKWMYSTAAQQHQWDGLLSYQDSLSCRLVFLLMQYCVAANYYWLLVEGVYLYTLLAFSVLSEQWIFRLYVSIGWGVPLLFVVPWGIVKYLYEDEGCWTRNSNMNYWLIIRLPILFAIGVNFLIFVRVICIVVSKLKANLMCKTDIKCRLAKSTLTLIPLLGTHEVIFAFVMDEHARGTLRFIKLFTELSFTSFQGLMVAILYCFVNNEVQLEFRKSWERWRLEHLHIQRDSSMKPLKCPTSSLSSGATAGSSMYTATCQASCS
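Assay principle: reduced luminescence from a cAMP-responsive reporter in HEK293 cells co-expressing a constitutively active GLP-1R. Conditions: 24 hr compound incubation, 37 deg C, 5% CO2.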
An asterisk follows results filed as active; i = inactive; ? = inconclusive; . = not tested or not shown; [ ] = remark or other dose. Unless noted, calls follow the shape of the dose curve; as a rule, active = well fitted curve in the direction sought with a large enough effect; inconclusive = small, poorly fitted or top-dose-only effect, or another doubt; inactive = no such curve, though single readings can be large; an effect the other way counts as inactive or inconclusive. Not all compounds are listed; count on the stated rates, not on these rows.

SMILES	FUS yeast rescue	Akt phos inh	PTHR1 agonist	aSyn yeast inh	MmCpn inh	TDP-43 yeast inh	Abeta rescue	HEK293 tox	GLP-1R inv ag
CCCOc1ccc(Cn2c(C)nc([N+](=O)[O-])c2SCC(O)COC)cc1[N+](=O)[O-] (configuration not stated)	37%	i	i	9%	0%	-11%	12%	3%	38%[activator]
CCOC(=O)c1noc2ncn(CC(=O)O)c(=O)c12	-24%	.	i	.	.	0%	7%	-3%	?
COc1ccc(/C=C2\SC(=S)N(CCCC(=O)Nc3cccc(C(=O)O)c3)C2=O)cc1OC	20%	i	i	4%	-3%	5%	5%	?	9%
O=C(Oc1ccc(N(C(=O)c2ccncc2)S(=O)(=O)c2ccc(F)cc2)cc1)c1ccncc1	30%	i	i	?	2%	?	8%	-28%	-23%
COc1ccc(C(=O)OC(COc2ccccc2)Cn2ccnc2)cc1 (configuration not stated)	-8%	i	-9%	?	1%	6%	3%	14%	-20%
CCC(=O)Nc1ccc(S(=O)(=O)Nc2c(C)nc3nc[nH]n3c2=O)cc1	8%	i	4%	0%	1%	-7%	-12%	6%	5%
CCOC(=O)N1CCC(=NNc2nc(C)cc(=O)[nH]2)CC1	-12%	i	-17%	2%	-1%	18%	-21%	0%	-16%
O=C(c1cc(-c2cccs2)nc2ccccc12)N1CCN(c2ccccc2O)CC1	35%	i	-22%	2%	-2%	-6%[0.397 µM]	30%	-13%	?
CC(=O)c1cccc(NC(=O)C2CC(=O)N(CCc3ccccc3)C2)c1 (configuration not stated)	-2%	i	-21%	-16%	-3%	-15%	-2%	16%	18%
CSc1sc(C)cc1C1C(C#N)=C(N)N(c2cccnc2)C2=C1C(=O)CC(C)(C)C2 (configuration not stated)	4%	i	i	-13%	-3%	-15%	8%	-21%	7%
COc1c2c(cc3oc(=O)ccc13)OC(C)(C)C=C2	-14%	i	i	23%	0%	?	-15%	-9%	83%[activator]
Cc1occc1C(=O)Nc1cccc(S(=O)(=O)N2CCOCC2)c1	-26%	i	i	-3%	1%	9%	-11%	7%	9%
O=C(CSc1nc(=O)n(Cc2ccco2)c2c1CCC2)Nc1cccc(F)c1	3%	.	-18%	.	.	0%	-8%	-3%	-7%
CC1CCN(C(=O)c2ncn(Cc3ccccc3)c2C(=O)N2CCC(C)CC2)CC1	7%	i	-22%	-4%	1%	14%	1%	-9%	4%
CCn1c(=O)cc(O)c2ccccc21	-13%	i	i	-12%	0%	5%	0%	55%[activator]	19%
Cc1ccc(C)c(C(=O)COC(=O)CN2C(=O)C3C4CCC(C4)C3C2=O)c1 (configuration not stated)	14%	i	-13%	5%	1%	26%	3%	7%	-2%
O=C1CSC(=S)N1N=Cc1cccc2ccccc12	.	i	-4%	1%	.	-4%	-10%	2%	5%
CCCCCCCCN1C(=O)[C@H](CC(=O)N2CCN(C(=O)OCC)CC2)C[C@@]2(C(=O)OC)CC(C)(C)CC=C12	?	i	-49%	-49%[inhibitor]	.	-80%[inhibitor]	3%	1%	?
Cc1c(N=Nc2c(-c3ccc([N+](=O)[O-])cc3)[nH]n(C(N)=S)c2=O)cccc1[N+](=O)[O-]	21%	i	-22%	-15%	-6%	3%	22%	?	?
COc1cccc(CC(=O)OCC(=O)NNC(=O)c2ccc(Br)cc2)c1	-22%	i	22%	0%	-1%	-4%	13%	3%	27%
O=C(CSc1ncccc1-c1nc2ccccc2[nH]1)Nc1ccc2c(c1)OCCO2	.	i	-10%	-8%	-13%	2%	0%	22%	74%[activator]
CN1CCN(C(=O)c2cc3cc(Cl)ccc3[nH]2)CC1	-19%	i	i	1%	-3%	-31%	-5%	-6%	-9%
c1ccc(-c2cnnc3ccccc23)cc1	-19%	i	-60%[inhibitor]	-1%	-4%	?	2%	-2%	34%
Cc1nc2c(C(=O)NCCc3ccccc3)cnn2c(C)c1Cc1c(F)cccc1Cl	16%	.	i	.	.	27%	13%	2%	28%

Twelve of the compounds above, with two lines to a compound.
Values run as follows: FUS yeast rescue, Akt phos inh, PTHR1 agonist, aSyn yeast inh, MmCpn inh, TDP-43 yeast inh, Abeta rescue, HEK293 tox, GLP-1R inv ag
O=C(CSc1nc(=O)n(Cc2ccco2)c2c1CCC2)Nc1cccc(F)c1
    3%, ., -18%, ., ., 0%, -8%, -3%, -7%
CC1CCN(C(=O)c2ncn(Cc3ccccc3)c2C(=O)N2CCC(C)CC2)CC1
    7%, i, -22%, -4%, 1%, 14%, 1%, -9%, 4%
CCn1c(=O)cc(O)c2ccccc21
    -13%, i, i, -12%, 0%, 5%, 0%, 55%[activator], 19%
Cc1ccc(C)c(C(=O)COC(=O)CN2C(=O)C3C4CCC(C4)C3C2=O)c1 (configuration not stated)
    14%, i, -13%, 5%, 1%, 26%, 3%, 7%, -2%
O=C1CSC(=S)N1N=Cc1cccc2ccccc12
    ., i, -4%, 1%, ., -4%, -10%, 2%, 5%
CCCCCCCCN1C(=O)[C@H](CC(=O)N2CCN(C(=O)OCC)CC2)C[C@@]2(C(=O)OC)CC(C)(C)CC=C12
    ?, i, -49%, -49%[inhibitor], ., -80%[inhibitor], 3%, 1%, ?
Cc1c(N=Nc2c(-c3ccc([N+](=O)[O-])cc3)[nH]n(C(N)=S)c2=O)cccc1[N+](=O)[O-]
    21%, i, -22%, -15%, -6%, 3%, 22%, ?, ?
COc1cccc(CC(=O)OCC(=O)NNC(=O)c2ccc(Br)cc2)c1
    -22%, i, 22%, 0%, -1%, -4%, 13%, 3%, 27%
O=C(CSc1ncccc1-c1nc2ccccc2[nH]1)Nc1ccc2c(c1)OCCO2
    ., i, -10%, -8%, -13%, 2%, 0%, 22%, 74%[activator]
CN1CCN(C(=O)c2cc3cc(Cl)ccc3[nH]2)CC1
    -19%, i, i, 1%, -3%, -31%, -5%, -6%, -9%
c1ccc(-c2cnnc3ccccc23)cc1
    -19%, i, -60%[inhibitor], -1%, -4%, ?, 2%, -2%, 34%
Cc1nc2c(C(=O)NCCc3ccccc3)cnn2c(C)c1Cc1c(F)cccc1Cl
    16%, ., i, ., ., 27%, 13%, 2%, 28%

Next section
SMILES	FUS yeast rescue	Akt phos inh	PTHR1 agonist	aSyn yeast inh	MmCpn inh	TDP-43 yeast inh	Abeta rescue	HEK293 tox	GLP-1R inv ag
O=C(COc1ccc2c(c1)oc(=O)c1ccccc12)N[C@@H](Cc1c[nH]c2ccccc12)C(=O)O	?	i	-19%	-1%	0%	10%	-6%	2%	-9%
CN(C)S(=O)(=O)N1CCC(C(=O)O)(c2ccccc2)CC1	22%	i	7%[57.5 µM]	1%	1%	-13%	?	3%	0%
Cc1csc2c(N3CCCCC3)ncnc12	-3%	i	-6%	2%	-25%	18%	-3%	-6%	34%[activator]
Cc1ccc(S(=O)(=O)/N=S(\C)C(C)C)cc1 (configuration not stated)	9%	i	i	-2%	1%	4%	1%	-2%	7%
O=C(c1ccccc1F)N1CCN(c2ccc([N+](=O)[O-])c(N3CCOCC3)c2)CC1	15%	i	i	7%	0%	-16%[0.397 µM]	-18%	-29%	35%[activator]
Cc1noc(C)c1CSCC(=O)NC1=NCCS1	20%	i	i	-3%	1%	19%	0%	-18%	46%[activator]
Cc1ccc(C)c(NC(=O)c2ncn[nH]2)c1	-13%	i	-5%	-14%	3%	-8%	15%	2%	13%
O=C(CSc1nnc(-c2ccccc2)o1)OCc1ccccc1	-1%	i	i	14%	?	0%	-15%	-16%	12%
CCOC(=O)C1CC2=C(CC(C)(C)CC2=O)N(CCOC)C1=O (configuration not stated)	3%	i	i	-4%	.	15%	-6%	-5%	17%
Cc1ccc(-c2noc(CCC(=O)N3CCCC3)n2)cc1	-8%	i	-10%	-14%	0%	12%	-7%	-8%	4%
Cc1sc2nc(SCC(=O)O)[nH]c(=O)c2c1C	4%	i	i	-1%	0%	-22%[0.397 µM]	-14%	12%	22%
O=C(Nc1cccnc1)c1cn(-c2ccccc2)nc1-c1cccs1	11%	i	i	-7%	-3%	?	16%	4%	-1%
CN(C)/C=C/C(=O)c1ccc(S(=O)(=O)c2ccccc2)cc1	-7%	i	i	-67%[inhibitor]	2%	?	16%	3%	46%
COc1ccc(Cl)cc1NC(=O)CN1CCC(n2nnc3ccccc32)CC1	1%	i	-10%[57.5 µM]	7%	3%	13%	4%	-4%	-11%
CCc1ccccc1OCC(=O)OCC(=O)Nc1cc(C)on1	-23%	i	11%	-9%	-15%	-3%	11%	16%	11%
Cc1cccn2c(=O)c3cc(C(=O)NCCCOC(C)C)sc3nc12	25%	i	-15%	-16%	0%	19%	-10%	99%[activator]	98%[activator]
S=C(NCCc1ccncc1)Nc1ccccc1	0%	i	i	-1%	2%	19%	-1%	0%	19%
Cc1cccc2c3nc4ccccc4nc3n(CCCN3C(=O)c4ccccc4C3=O)c12	-9%	i	-7%	-5%	-1%	2%	-19%	0%	38%[activator]
CS(=O)(=O)Oc1ccc2c(c1)O/C(=C\C=C\c1ccccc1)C2=O	22%	i	-5%	2%	2%	-15%[1.82 µM]	-1%	-13%	14%
CCc1sc(Nc2cccc(Cl)c2)nc1-c1cc2cccc(OC)c2oc1=O	36%	.	0%	.	.	12%[9.22 µM]	8%	0%	?
